ADAM17 inh – ADAM17 inhibition, QFRET primary screen; 370,000 compounds, 0.83% hits; AID 720648; P78536; recombinant ADAM17, EDANS/DABCYL FRET peptide cleavage; inhibition, % at 6.95 µM;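 active = inhibition above the mean of compounds lying between control limits plus 3 SD, set per campaign, cut at about 8.5% in these data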;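 also: 0% = DMSO-only wells as the low control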
Target sequence (P78536 215-824 limits assumed): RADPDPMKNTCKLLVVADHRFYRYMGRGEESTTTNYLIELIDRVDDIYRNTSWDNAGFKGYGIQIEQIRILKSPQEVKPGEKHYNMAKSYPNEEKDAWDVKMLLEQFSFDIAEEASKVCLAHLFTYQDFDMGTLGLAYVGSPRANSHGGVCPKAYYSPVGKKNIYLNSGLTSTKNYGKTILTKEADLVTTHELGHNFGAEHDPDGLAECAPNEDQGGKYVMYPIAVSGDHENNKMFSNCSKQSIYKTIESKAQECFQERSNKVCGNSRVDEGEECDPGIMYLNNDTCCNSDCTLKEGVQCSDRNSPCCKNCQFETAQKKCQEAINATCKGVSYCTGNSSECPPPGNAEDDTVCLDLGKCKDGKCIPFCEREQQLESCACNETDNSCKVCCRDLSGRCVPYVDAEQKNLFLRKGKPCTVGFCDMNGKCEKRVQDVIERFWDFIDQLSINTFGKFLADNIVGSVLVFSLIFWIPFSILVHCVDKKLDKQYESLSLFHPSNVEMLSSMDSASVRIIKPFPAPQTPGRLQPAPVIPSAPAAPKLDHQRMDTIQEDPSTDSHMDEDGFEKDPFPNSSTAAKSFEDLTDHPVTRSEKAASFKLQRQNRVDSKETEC
DAX1 inh-1 – blocks DAX1 repression of SF-1 activated StAR promoter; AID 652010; 370,000 compounds, 1.1% hits; HEK293T StAR-luciferase reporter, SF-1/DAX-1 repression relief; inhibition, % at 6.8 µM;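 active = inhibition above the mean over all tested compounds plus 3 SD, cut at about 3.6% in these data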;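 also: 0% = DAX-1 cells with DMSO and 100% = cells lacking DAX-1 with DMSO; higher inhibition means more luminescence from relief of DAX-1 repression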
ADAM10 inh – inhibitors of human ADAM10; O14672; AID 720582; inhibition, % at 7 µM; 370,000 compounds, 0.62% hits; recombinant ADAM10, EDANS/DABCYL FRET peptide cleavage, 3 h;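 active = inhibition above a per-campaign cutoff equal to the mean of compounds falling between control-based bounds plus 3 SD, cut at about 20% in these data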;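 also: 0% = DMSO wells while the 100% control is not disclosed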
PLC-beta3 inh – inhibitors of human phospholipase C beta3 | inhibition, % at 12.2 µM | Q01970 | 370,000 compounds, 0.18% hits | Purified PLC-beta3, fluorogenic substrate, fluorescence | AID 720704; in the data active = inhibition above about 11%;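 also: 0% = median of compound wells on plate and 100% = full blocker control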
PLCg1 inh – inhibitors of human phospholipase C gamma1 | inhibition, % at 12.2 µM | 370,000 compounds, 0.84% hits | purified PLC-gamma1, fluorogenic substrate, fluorescence | AID 720700; in the data active = inhibition above about 9.5%
hgDAF12 agonist – hgDAF-12 agonism, primary luciferase screen | activation, % at 6.8 µM | HEK293 GAL4-hgDAF12 UAS-luciferase reporter, agonist luminescence; normalized to butyrate control | 370,000 compounds, 1.8% hits | AID 687014;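 active = activation above a cutoff set at the mean of all screened compounds plus 3 SD, cut at about 10% in these data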;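 also: 0% = DMSO wells and 100% = sodium butyrate wells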
sPLA2-III inh – Blocks human group III sPLA2 activity | Q9NZ20 | QFRET BODIPY PC-A2 liposome hydrolysis, fluorescence | inhibition, % at 12.2 µM | 370,000 compounds, 0.56% hits | AID 743126;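 active = inhibition above mean plus 3 SD of compounds lying within the high and low control bounds, cut at about 19% in these data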;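 also: 0% = median of test compound wells and 100% = no enzyme DMSO wells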
ssDAF-12 act – activators of S. stercoralis DAF-12 nuclear receptor. HEK293 ssDAF-12/GRIP1 lit1-tk-luc reporter, luminescence; % of 3 µM dafachronic acid response. activation, % at 6.8 µM. 370,000 compounds, 1% hits;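 active = activation above the mean over all tested compounds plus 3 SD, cut at about 0.9% in these data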;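 also: 0% = DMSO-only wells and 100% = 3 µM delta7-dafachronic acid wells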
FXN GAA850 act – frataxin GAA850 promoter activation; HEK293 lucGAA850 FXN promoter luciferase reporter, 24 h; percent of 10 µM SAHA response; activation, % at 6 µM; 360,000 compounds, 0.56% hits;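 active = activation above the average of all compounds screened plus 3 SD, cutoff fixed separately per campaign, cut at about 7.5% in these data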;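 also: 0% = DMSO wells and 100% = 10 µM SAHA wells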
hcDAF-12 act – activators of H. contortus DAF-12 nuclear receptor; 370,000 compounds, 1.4% hits; HEK293 hcDAF-12 lit1-tk-luc reporter, luminescence; 0% DMSO, 100% Δ7-dafachronic acid; activation, % at 6.8 µM;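 active = activation above the mean of all tested compounds plus 3 SD, cut at about 5.5% in these data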;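 also: 100% = response to 3 µM Δ7-dafachronic acid high control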
DAX1 inh-2 – NR0B1 (DAX1) inhibition | P51843 | HEK293 Gal4-DAX1 luciferase reporter, luminescence | inhibition, % at 6.75 µM | 340,000 compounds, 0.99% hits | AID 504766;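 active = inhibition above the mean over all tested compounds plus 3 SD, cut at about 4.2% in these data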;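 also: 0% = DAX1-transfected cells with DMSO and 100% = empty-vector control cells with DMSO; inhibition shows as a rise in luminescence from relieved DAX1 repression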
Target sequence (P51843 207-470 limits assumed): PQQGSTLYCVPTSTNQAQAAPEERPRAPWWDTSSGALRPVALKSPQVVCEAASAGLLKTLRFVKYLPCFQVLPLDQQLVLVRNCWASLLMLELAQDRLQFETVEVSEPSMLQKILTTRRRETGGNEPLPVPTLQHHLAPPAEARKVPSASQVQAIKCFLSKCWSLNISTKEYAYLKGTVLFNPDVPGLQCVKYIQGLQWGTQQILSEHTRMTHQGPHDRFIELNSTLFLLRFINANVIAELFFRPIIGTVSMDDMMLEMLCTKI
* marks the source's active call; other numbers are inactive results; . = no result given.

SMILES	ADAM17 inh	DAX1 inh-1	ADAM10 inh	PLC-beta3 inh	PLCg1 inh	hgDAF12 agonist	sPLA2-III inh	ssDAF-12 act	FXN GAA850 act	hcDAF-12 act	DAX1 inh-2
CCCCN(C(=O)c1cc(-c2ccco2)nc2ccccc12)c1c(N)n(CCCC)c(=O)[nH]c1=O	-36	-0.5	-108	-108	-65	1.2	-6	0.1	0.2	-1.0	0.0
CC(=O)N1/C(=C/c2ccc(N(C)C)cc2)C(=O)c2ccccc21	0	-3.7	-4	-37	-40	-1.9	11	-1.4	-1.9	-0.5	-5.5
Cc1ccc2c(c1)N(C(=O)CCC(=O)NCCCN1CCN(C)CC1)CCO2	1	1.1	-12	2	0	-2.2	4	0.5	-0.9	-1.1	2.7
Cn1cnc([N+](=O)[O-])c1Oc1cccc2ccccc12	2	0.2	7	-6	-1	1.3	7	-0.8	-2.4	2.1	-0.3
COc1ccc(NC(=O)N2CCCC2C(=O)Nc2ccc(C)cc2C)cc1 (stereo unspecified)	1	0.1	2	-5	0	-0.1	-3	-1.0	0.6	0.6	0.9
Cc1ccccc1NC(=O)c1cccc(C(F)(F)F)c1	2	0.0	7	4	8	-1.4	6	-1.8	2.3	0.1	-0.4
CC1(C)C(=O)C2(C(=O)NCc3ccccc3)CCC1C2 (stereo unspecified)	-4	0.7	-4	2	-6	0.7	-1	-1.4	0.2	-0.1	0.1
COc1ccccc1N1CCN(S(=O)(=O)c2ccc3c(c2)n(C)c(=O)c(=O)n3C)CC1	0	-0.6	-1	2	1	-1.9	2	-0.8	.	-5.2	.
N=c1nc(N)nc2n1NC(c1ccc(F)cc1)=CS2	-5	1.8	-9	-2	-4	-0.1	12	-1.1	6.0	1.3	0.6
O=C(CSc1nc2ncc(Br)cc2[nH]1)Nc1ccccc1-c1ccccc1	-1	-1.7	2	-11	1	-0.6	-2	-0.6	-0.6	-0.1	-0.2
O=C(CCS(=O)(=O)Cc1ccc(Cl)cc1)NCCCN1CCN(c2ccccc2F)CC1	0	-0.8	-6	5	0	-0.5	-8	-1.5	-1.7	-2.2	0.6
COC(=O)c1ccc(NS(=O)(=O)c2ccc(S(=O)(=O)N3CCOCC3)cc2)cc1	2	0.1	0	-5	1	-2.6	-26	-1.8	1.1	-0.7	0.6
C=CCOC(=O)C1=C(C)NC(SCC(N)=O)=C(C#N)C1c1cccs1 (stereo unspecified)	-1	0.3	-5	-31	-31	-1.0	-5	-1.6	1.4	-2.1	0.2
Cc1cc(NC(=O)CN2C(=O)S/C(=C\c3ccccc3)C2=O)no1	1	0.1	5	4	4	2.0	-5	-1.3	1.5	-2.2	0.5
CCOC(=O)c1cc2n(n1)C(C(F)(F)C(F)(F)F)CC(C)N2 (stereo unspecified)	-2	-0.2	8	0	-4	1.8	3	-0.7	2.9	-1.3	2.1
O=C1ON=C(c2cccc([N+](=O)[O-])c2)/C1=C/c1ccc(O)cc1	4	0.2	3	6	5	-0.6	-10	-1.2	-0.1	0.2	-0.3
Cc1ccc(NC(=O)CSCC(=O)NCCc2ccccc2)cc1	3	0.7	3	-1	3	1.1	3	-1.2	-1.0	1.5	0.4
COC(=O)c1ccccc1NC(=O)CCCN1C(=O)C(c2ccccc2)Oc2cccnc21 (stereo unspecified)	-2	-0.7	-3	4	-2	0.4	3	-1.0	1.6	-1.3	0.8
COc1cc(NC(=O)Nc2nnc([C@H]3C[C@H](O)[C@@H](CO)O3)s2)cc(OC)c1OC	6	1.4	-3	3	9	7.2	-1	-1.0	0.9	-0.1	.
COc1cc(C2C(C(=O)OCCC#N)=C(C)NC3=C2S(=O)(=O)c2ccccc23)cc(OC)c1OC (stereo unspecified)	-2	-0.6	-11	-41	-29	-1.4	-1	-1.5	2.2	-0.7	2.2

Fetched by compound from the list above (2):
SMILES	ADAM17 inh	DAX1 inh-1	ADAM10 inh	PLC-beta3 inh	PLCg1 inh	hgDAF12 agonist	sPLA2-III inh	ssDAF-12 act	FXN GAA850 act	hcDAF-12 act	DAX1 inh-2
N=c1nc(N)nc2n1NC(c1ccc(F)cc1)=CS2	-5	1.8	-9	-2	-4	-0.1	12	-1.1	6.0	1.3	0.6
COc1ccccc1N1CCN(S(=O)(=O)c2ccc3c(c2)n(C)c(=O)c(=O)n3C)CC1	0	-0.6	-1	2	1	-1.9	2	-0.8	.	-5.2	.

Carrying on:
SMILES	ADAM17 inh	DAX1 inh-1	ADAM10 inh	PLC-beta3 inh	PLCg1 inh	hgDAF12 agonist	sPLA2-III inh	ssDAF-12 act	FXN GAA850 act	hcDAF-12 act	DAX1 inh-2
CN(C)/C=N/C(=S)Nc1ccccc1F	-4	0.6	-4	2	3	-0.2	4	-1.1	-0.7	0.8	0.7
C=CCn1c(=O)c2c(nc3n2CCCN3Cc2ccccc2)n(C)c1=O	-5	-0.9	-4	0	4	-0.1	7	-0.9	2.7	0.2	-0.8
COCCNC(=O)NC(=O)CN1CCN(C(c2ccccc2)c2ccccc2)CC1	-1	-0.2	12	4	2	-1.5	4	-1.3	1.8	0.3	1.2
Cc1[nH]c2ccccc2c1C(=O)C(=O)NCCCc1ccccc1	1	-0.2	6	-5	0	-0.8	-7	-1.9	1.1	-2.3	0.9
c1ccc(-c2cc(-c3nnc4sc(-c5ccccn5)nn34)[nH]n2)cc1	-3	-1.1	-2	-6	0	-3.8	-11	-2.0	1.0	-1.4	-1.4
O=C(Nc1ccc(S(=O)(=O)N2C[C@@H]3C[C@@H](C2)c2cccc(=O)n2C3)cc1)c1ccc(F)cc1	-2	0.1	-7	3	1	0.6	-2	-1.3	-3.0	0.0	1.7
CON(C)c1nc(OCCNC(=O)OCc2ccc(Cl)cc2C)nc(N(C)C)n1	-3	-1.4	-10	1	-2	-2.2	-6	-1.2	12*	-3.9	-0.8
O=C(NCc1ccccc1)c1cc(-c2cccs2)on1	-2	1.3	6	1	-2	5.3	-1	-0.9	3.4	1.2	1.9
O=C(CNCCc1ccc(F)cc1)Nc1cc(F)ccc1F	-3	0.0	5	2	6	-2.6	4	-1.0	1.9	0.2	0.5
COC(=O)[C@H]1C[C@@]2(O)CN(S(=O)(=O)c3ccc(C)cc3)C[C@@]2(OC(=O)NC2CCCC2)C[C@H]1C(=O)OC	-4	0.2	-10	3	9.7*	0.1	1	-1.1	-2.1	-0.8	0.3
Cc1cc(/C=C(/C#N)C(=O)O)c(C)n1CCC(C)C	-4	0.4	-6	-16	-14	-1.9	6	-0.9	0.5	-0.7	0.6
Oc1ccc(Cc2ccccc2Cl)c(O)c1	6	0.6	1	4	0	0.6	-15	-1.1	0.8	0.2	-0.6
COc1ccccc1N1CCN(C(=O)CSc2nc(C)c(Cc3ccccc3)c(=O)[nH]2)CC1	-5	-0.2	3	1	-2	-3.0	4	-1.4	-0.3	-1.8	-1.2
CCOc1ccc(CCN2C(=S)N([C@@H](Cc3ccccc3)CN3CCC[C@@H]3CN3C(=S)NC[C@@H]3Cc3ccc(O)cc3)C[C@@H]2CC(C)C)cc1	2	0.6	15	1	7	0.4	-8	-1.1	.	-0.4	.
Cc1nc2ccccn2c1-c1nnco1	-7	-0.3	-22	1	-1	-0.8	4	-1.1	-0.2	-0.9	-0.2
Cc1cc(C)c(C#N)c(SC(F)F)n1	-3	-0.4	-8	0	0	0.5	3	-0.7	1.2	-0.3	0.6
Cc1ccc(-n2c(SCC(=O)Nc3ncc(Cl)cc3Cl)nc3ccccc32)cc1	4	-2.3	6	-1	-1	-8.5	-13	-2.1	-4.8	-5.5	-3.0
Cc1cc(C)n(-c2nc3ccccc3c(=O)n2OCC(N)=O)n1	-1	0.8	-1	0	1	-0.8	4	-0.9	-3.1	-0.8	-0.9
O=C(NCc1cccnc1)c1cn(-c2ccccc2)nc1-c1ccccc1	1	0.1	3	0	3	0.2	-7	-1.0	1.5	-0.7	-0.5
CCOc1ccc(N2CC(C(=O)Nc3ccncc3)CC2=O)cc1 (stereo unspecified)	1	-0.1	-7	-5	3	-0.6	-1	-0.2	1.6	1.4	-2.0
COC(=O)c1ccccc1NC(=O)NC1CCCCC1	-18	-0.3	-38	-15	-4	-0.6	18	-0.7	0.5	-1.3	0.6
Cc1cc(C)cc(OC(C)C(=O)NCCCn2ccnc2)c1 (stereo unspecified)	0	-0.3	3	-5	0	0.2	-1	-0.6	-0.3	-1.8	0.2
Cc1ccc(N(C)S(=O)(=O)c2cccc(C(=O)NC3=NCCS3)c2)cc1	1	-0.2	2	3	-3	-1.8	-9	-1.1	-0.3	-2.3	-1.0
CCCc1[nH]nc2c1C1(CCN(C(=O)OCc3ccccc3)CC1)C(C#N)=C(N)O2	0	-0.3	1	-1	-1	-1.8	-21	-1.7	-8.9	0.4	-0.6
CN1CCc2c(OCC(=O)N3CCC(Cc4ccccc4)CC3)cccc2C1=O	0	-2.5	2	-7	3	-4.1	-4	-2.3	-1.5	-0.8	-1.7
COC(=O)C(C(=O)Nc1nc2ccccc2s1)C1CCCC1 (stereo unspecified)	1	-0.5	5	5	4	-1.5	-12	-1.1	1.0	-0.5	1.4
Cc1sc2nc(CSC(C)C(=O)Nc3ccc(Cl)cn3)[nH]c(=O)c2c1C (stereo unspecified)	-6	0.7	-22	-25	-14	0.3	1	-1.2	-0.6	1.2	0.0
COc1ccc(-c2nc3ccccc3n2CCC(C)C)cc1OC	0	-0.9	0	-1	0	-0.6	-3	-1.1	1.7	-1.1	0.0
Cc1ccn(S(=O)(=O)c2ccc(N3CCCC3=O)cc2)n1	-3	-0.4	1	-10	-2	0.8	2	-0.4	-1.6	-0.7	0.6
O=C(OCCN1C(=O)c2ccccc2C1=O)c1cc(=O)[nH]c2ccccc12	-4	0.9	-2	-10	-8	-0.4	-1	-0.8	-0.6	0.0	-0.3
CCOc1ccccc1N1CCN(C(=O)c2cc3c(s2)CCC3)CC1	-6	0.6	-6	0	-1	-3.9	0	-1.2	2.8	-2.3	-1.1
CCCCn1c(N)c(N(CC(C)C)C(=O)CSCC(=O)Nc2ccc(OC)cc2)c(=O)[nH]c1=O	-4	1.1	-12	-6	1	0.6	11	-0.8	-0.8	-0.9	-0.5
O=C(Nc1nc(-c2ccccc2)cs1)c1ccc2c(c1)S(=O)(=O)c1ccccc1C2=O	1	1.4	8	9	5	0.2	10	-1.5	0.7	0.6	2.0
COc1ccc(NC(=O)CNC(=O)CC23CC4CC(CC(C4)C2)C3)c(OC)c1	-2	1.1	3	-6	2	1.6	7	-0.1	1.7	-1.4	-0.6
Cc1ccc(C(=O)Nc2ccccc2Oc2ccccc2)o1	-3	-1.1	-2	-7	-1	-2.9	-5	-1.2	-1.5	0.2	0.7
Cc1ccc(C)c(CN2CCC(CNC(=O)CCc3nnc4ccc(N5CCCCC5)nn34)CC2)c1	-8	0.0	-2	-8	3	-1.5	0	-1.7	2.0	-1.8	-0.1
Cc1ccc(NC(=O)N2CCCC2C(=O)NCc2ccc(Cl)cc2)cc1 (stereo unspecified)	6	0.0	6	3	5	-2.4	0	-1.3	-1.5	-0.6	-0.6
CCc1ccccc1NS(=O)(=O)c1ccc2[nH]cc(C(=O)NC3CCCC3)c(=O)c2c1	0	-0.6	-1	-1	3	0.8	-26	-1.2	2.2	-2.8	-2.5

An unsorted share of the library; 6.9% or so of the library scored in one or more.
